# BLM inh: blocks DNA unwinding by human BLM helicase. recombinant BLM DNA unwinding, fluorescence dequenching. Potency, µM (highest dose often 56.1 µM), without a hit: at the top dose activity change, negative = inhibition, actives largely listed as inhibitors. 0.2% of 350,000 active. P54132. AID 2528;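 note: potency is the fitted concentration of half-maximal effect; plate controls were vehicle for no effect and no enzyme for full effect; nearly all actives have a fitted effect of over 35% in size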
# LDHA block: LDHA (human) enzyme inhibition. 0.15% of 480,000 active. P00338. purified LDHA, NADH/diaphorase-resazurin fluorescence; hits give low values. activity change, % (values are at about 110 or 230 µM); in the data active = activity change below about -30%; inconclusive = mostly about -25% to -30%;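 note: plate controls were DMSO wells for no effect and wells without enzyme for full effect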
#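 Human LDH5 (2 nM) was incubated with 0.06 mM NADH and 0.2 mM pyruvate for 5 min at room temperature in Tris pH 7.4. Remaining NADH was coupled through diaphorase/resazurin, and resorufin fluorescence was read at 0 and 20 min.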
# Apoferritin bind: candidate novel general anesthetic via apoferritin binding; AID 485281; P02791; apoferritin/1-aminoanthracene competitive binding, fluorescence; 0.074% of 350,000 active; Potency, µM (titrated, usually from 77.5 µM), for the others: at the highest dose activity change, negative = displacement, most hits filed as inhibitors; note: potency is the fitted concentration of half-maximal effect; % is set by controls: 0 for no effect and ±100 for the full control effect; nearly all actives have a fitted effect of over 20% in size
#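 Apoferritin-based anesthetic binding model; compound displacement of fluorescent 1-AMA measured as endpoint fluorescence after 10 minutes at room temperature, scaled to free-ligand and complex controls.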
# POLI inh: DNA polymerase iota (human) inhibition; Pol iota fluorescent replication assay, 10 min; Potency, µM (doses to about 115 µM), inactives show at the top dose activity, negative = inhibition, most hits filed as inhibitors; 1% of 390,000 active; note: potency is the fitted concentration of half-maximal effect
#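 Pol iota at 10 nM preincubated 15 min with compounds at room temperature; reaction started with fluorescent substrate, 50 nM final. Fluorescence read kinetically at 0 and 10 min; buffer-only wells as negative control.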
# Glioma ERSR ind: induces the endoplasmic reticulum stress response in human glioma cells | U87-MG GRP78 promoter luciferase reporter, 16 h | Potency, µM, for the others: at the top dose activation, usual class: activators | 0.02% of 420,000 active | AID 602332; note: potency is the fitted concentration of half-maximal effect; series mostly up to about 76 µM; % of control where 0% means no effect; nearly all actives have a fitted effect of over 35% in size
#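 ERSR induction read as luciferase luminescence (Bright-Glo, 10 min at room temperature) in stably transfected human U87-MG glioma cells exposed to compounds for 16 h, using GRP78 as sensor.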
# Pol kappa inh: inhibitors of human DNA polymerase kappa; Q9UBT6; 0.53% of 400,000 active; Potency, µM (doses to about 107 µM), without a hit: at the top dose activity, negative = inhibition, actives largely listed as inhibitors; AID 588579; purified Pol kappa, fluorescent DNA synthesis assay, 10 min; note: potency is the fitted concentration of half-maximal effect; % is set by controls: 0 for no effect and ±100 for the full control effect
# Target sequence (Q9UBT6 whole entry, looked up): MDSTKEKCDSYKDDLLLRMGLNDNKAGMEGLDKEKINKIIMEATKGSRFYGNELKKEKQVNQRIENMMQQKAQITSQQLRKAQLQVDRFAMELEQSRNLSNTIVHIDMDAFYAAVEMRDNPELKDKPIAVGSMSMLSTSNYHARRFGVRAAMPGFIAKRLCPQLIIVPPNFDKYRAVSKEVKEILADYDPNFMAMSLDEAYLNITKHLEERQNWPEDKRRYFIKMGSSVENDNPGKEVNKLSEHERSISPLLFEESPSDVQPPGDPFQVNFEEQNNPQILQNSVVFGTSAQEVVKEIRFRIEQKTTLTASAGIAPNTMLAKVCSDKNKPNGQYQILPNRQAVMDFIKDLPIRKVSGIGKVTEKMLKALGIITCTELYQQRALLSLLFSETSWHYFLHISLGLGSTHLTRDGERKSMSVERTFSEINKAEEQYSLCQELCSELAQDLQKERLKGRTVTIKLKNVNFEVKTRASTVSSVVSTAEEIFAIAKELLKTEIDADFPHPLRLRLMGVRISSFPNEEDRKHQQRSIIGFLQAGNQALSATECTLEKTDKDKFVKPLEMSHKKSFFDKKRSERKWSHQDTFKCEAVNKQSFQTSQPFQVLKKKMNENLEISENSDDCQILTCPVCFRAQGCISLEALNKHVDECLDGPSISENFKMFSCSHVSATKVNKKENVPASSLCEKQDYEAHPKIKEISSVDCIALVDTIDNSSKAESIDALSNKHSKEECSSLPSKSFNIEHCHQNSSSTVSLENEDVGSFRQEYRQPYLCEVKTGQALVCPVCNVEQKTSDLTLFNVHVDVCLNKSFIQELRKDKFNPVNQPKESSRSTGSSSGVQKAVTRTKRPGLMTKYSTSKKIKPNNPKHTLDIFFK
#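 Activity was followed as the change in fluorescence between reads at 0 and 10 min after starting the reaction with 50 nM substrate. Beforehand, 10 nM polymerase had been preincubated with compound for 15 min at room temperature.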
# APE1 inh: blocks human APE1 abasic DNA cleavage. P27695. recombinant APE1, TAMRA/BHQ-2 abasic DNA cleavage fluorescence. Potency, µM (top dose mostly 65.8 µM), inactives show at the highest dose activity change, negative = inhibition, actives largely listed as inhibitors. 0.35% of 350,000 active;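 note: potency is the fitted concentration of half-maximal effect; plate controls were vehicle for no effect and reference inhibitor for full effect; nearly all actives have a fitted effect of over 55% in size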
#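 0.75 nM APE1 + cpd, 15 min RT; start w/ 50 nM TAMRA/BHQ-2 THF-abasic dsDNA; kinetic fluor 525/598 nm ×3 reads @60 s; Δ(read3−read1); normalized to DMSO and NSC13755 control wells.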
# Pol eta inh: inhibitors of human DNA polymerase eta; recombinant Pol eta, fluorescent DNA replication assay; Potency, µM (top dose mostly 114 µM), inactives show at the highest dose activity change, negative = inhibition, usual class: inhibitors; Q9Y253; AID 588591; 1.2% of 390,000 active; note: potency is the fitted concentration of half-maximal effect; % is set by controls: 0 for no effect and ±100 for the full control effect
#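 Pol eta at 10 nM preincubated with compounds 15 min at room temperature; reaction started with fluorescent substrate (50 nM final) and read kinetically at 0 and 10 min.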
# POLB inh: DNA polymerase beta (human) inhibition. P06746. 1.3% of 340,000 active. Potency, µM (series often up to 114 µM), inactives show at the highest dose activity change, negative = inhibition, most hits filed as inhibitors. AID 485314. Pol beta primer extension/strand displacement, fluorescence kinetic; note: potency is the fitted concentration of half-maximal effect; % is set by controls: 0 for no effect and ±100 for the full control effect
#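 Pol beta (10 nM) was preincubated with compound for 15 min at room temperature. The reaction was then started with 50 nM substrate and read immediately and after a further 10 min at room temperature.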
# * = called active by the depositor; ? = inconclusive; nt = not tested or not shown; & = joins results of further samples; [ ] = another dose, or the depositor's remark. Unless noted, calls come from the whole dose curve; as a rule, active = well fitted curve in the direction sought with a large enough effect; inconclusive = small, poorly fitted or top-dose-only effect, or another doubt; inactive = no such curve, though single readings can be large; an effect the other way counts as inactive or inconclusive.
# Every second line gives: POLB inh | BLM inh | Glioma ERSR ind | POLI inh | Pol kappa inh | Pol eta inh | APE1 inh | LDHA block | Apoferritin bind
> O=C(O)CN1C(=O)C2C3C=CC(C3)C2C1=O (stereo unspecified)
→ -9.6% | 0.7% | -2.6% | 13.3% | -4.7% | -13.9% | -2.9% | -1.7 | 4.6%
> O=C(CNCC1CCCO1)N1CCCc2ccccc21 (stereo unspecified)
→ 1.8% | 3.4% | -4.4% | 6.8% | -24.1% | -7.8% | 6.2% | ? | 0.9%
> CCCN1C(=O)C(O)(C2CC(=O)CC(C)(C)O2)c2ccccc21 (stereo unspecified)
→ -9.8% | -2.0% | -3.4% | 2.9% | -8.8% | -10.4% | 2.6% | 1.2 | -2.1%
> COc1cc2c(=O)c(S(=O)(=O)c3ccc(C)cc3)cn(Cc3cccc(C)c3)c2cc1OC
→ 9.9% | -8.3% | -1.7% | 24.7% | -3.9% | -14.4% | nt | 5.5 | 4.3%
> Cc1nc2ccc(S(=O)(=O)CCC(=O)Nc3ccc(C)c(C)c3)cc2s1
→ 2.9% | 2.1% | -4.8% | ? | ? | -6.3% | nt | -1.8 | -10.9%
> O=C(CSc1n[nH]c(-c2cccs2)n1)NCc1ccc2c(c1)OCO2
→ 0.3% | -1.9% | -1.2% | 37.3%[activator] | 0.0% | -4.1% | -1.7% | -1.9 | -16.0%
> C=C1CCC(C2CC(=O)OC2=O)C(=O)CCC2C1CC2(C)C (stereo unspecified)
→ nt | 4.9% | 0.4% | nt | -7.0%[60.1 µM] | nt | 0.8% | nt | 3.9%
> CCOC(=O)c1cccc(NC(=O)CSc2nc3cccnc3n2C)c1
→ 8.2% | 1.7% | -9.5% | -0.2% | 1.3% | 6.2% | -4.4% | -0.9 | -12.5%
> CN1CCc2c(sc3nc(SCC(N)=O)n(-c4ccc(Cl)cc4)c(=O)c23)C1
→ 39.4% | -10.2% | -0.8% | ? | -16.3% | 0.3% | -24.5% | 2.2 | -15.5%
> COc1ccc(CC(=O)Oc2ccc(C)cc2Br)cc1OC
→ 9.5% | -6.1% | 1.2% | -0.1% | -9.2% | -7.3% | -15.3% | -8.6 | -0.4%
> COC(=O)C(=O)Nc1nnc(COc2ccccc2)s1
→ -22.7% | -2.7% | -4.8% | ? | -17.2% | ? | 1.4% | 0.8 | -13.0%
> COc1ccc(CNC(=O)C2CC(c3cccc(OC)c3)=NO2)cc1 (stereo unspecified)
→ -2.8% | -5.6% | 1.6% | -10.5% | -4.4% | -11.5% | 3.6% | 3.2 | -21.0%
> O=C(c1ccccc1Cl)N(Cc1ccc(Br)cc1)N1C(=O)CCCC1=O
→ 3.6% | -2.0% | 0.4% | 47.3%[activator] | -16.5% | -20.7% | 0.7% | -5.5 | -0.1%
> CSc1ccc(CCNC(=O)c2cc(C)nc3c2c(C)nn3-c2ccccc2)cc1
→ 86.2% | -2.4% | -3.0% | -5.1% | -6.6% | -17.0% | nt | -12.1 | -4.8%
> COCC(C)NCc1cccc(C)c1 (stereo unspecified)
→ 57.5% | 0.3% | -3.2% | 9.9% | 1.1% | -7.0% | 10.0% | -4.0 | -3.7%
> CCOc1ccc(C(=O)C2CCN(C(=O)c3ccc([N+](=O)[O-])cc3)CC2)cc1
→ 19.9% | -2.5% | -2.1% | 3.9% | 0.3% | -8.1% | 0.1% | 0.8 | -11.4%
> COC1CCCN(C(=O)c2ccc3nc(Cc4cccc(Cl)c4)oc3c2)C1 (stereo unspecified)
→ 6.6% | -2.6% | 11.1% | 27.7% | -0.6% | -20.5% | -6.9% | -2.4 | ?
> O=C(CN1CCSCC1)N/N=C/c1ccccc1F
→ 4.2% | -0.1% | 1.0% | 3.9%[58.9 µM] | 1.2% | -3.4% | 3.6% | -23.0 | -8.1%
> CC[C@@H]1[C@H]2CCCC(=O)N3CC[C@@H](C[C@@H]1OC(=O)NCc1ccccc1)[C@@H]23
→ 22.9% | 2.6% | -2.6%&-3.6% | 27.2%&18.5% | -12.0%&-9.3% | -8.9% | 11.2% | -9.3 | -13.7%
> O=C(CSc1nnc(-c2ccccc2F)o1)OCc1ccccc1
→ 2.4% | -3.2% | -5.8% | -16.4% | 4.3% | -10.2% | 1.2% | 3.1 | -5.7%
> CN(c1ccc(OCC(=O)NC2CCCC2)cc1)S(=O)(=O)c1cccs1
→ 34.9% | -2.1% | -0.3% | 15.2% | -6.3% | 3.1% | 13.1% | -16.5 | -10.6%
> Cc1ccc(Nc2cccccc2=O)cc1
→ 1.1% | -3.2% | -2.5% | 2.5% | -6.8% | 4.7% | 1.8% | 4.7 | ?
> O=S(=O)(Nc1nc2ccccc2s1)c1cc(F)ccc1F
→ -1.2% | 0.1% | -2.0% | 4.9% | -4.4% | -8.4% | 11.6% | -1.6 | -7.1%
> O=C(Nc1cccc2cccc(NC(=O)c3ccco3)c12)c1ccco1
→ 16.7% | -10.1% | -1.6% | ? | -9.3% | -5.9% | -3.2% | 9.5 | 5.0%
> C=CCNc1ccccc1S(=O)(=O)NCc1ccccc1
→ nt | nt | -1.0% | -22.4% | -9.2% | -23.9% | -15.1% | -1.2 | nt
> NS(=O)(=O)c1ccc(CCNC(=O)C2CCN(c3ncnc4c3nc3n4CCCCC3)CC2)cc1
→ 48.1%&2.0%[activator] | -3.3%&2.2% | -6.7%&-1.7% | ? | 4.6%&-10.1% | 5.9%&-17.4% | 1.3% | -0.7&-0.6 | -3.4%&6.8%
> Cc1nn(-c2cc(C(F)(F)F)ccn2)c(=O)o1
→ 2.1% | 0.5% | -3.3% | 29.9% | -5.5% | 3.3% | ? | -12.2 | -14.9%

# Complete entries, quoted from the list. Order of values: POLB inh	BLM inh	Glioma ERSR ind	POLI inh	Pol kappa inh	Pol eta inh	APE1 inh	LDHA block	Apoferritin bind
# Cc1nc2ccc(S(=O)(=O)CCC(=O)Nc3ccc(C)c(C)c3)cc2s1 in the list: 2.9%	2.1%	-4.8%	?	?	-6.3%	nt	-1.8	-10.9%
# O=C(CSc1nnc(-c2ccccc2F)o1)OCc1ccccc1 in the list: 2.4%	-3.2%	-5.8%	-16.4%	4.3%	-10.2%	1.2%	3.1	-5.7%
# O=S(=O)(Nc1nc2ccccc2s1)c1cc(F)ccc1F in the list: -1.2%	0.1%	-2.0%	4.9%	-4.4%	-8.4%	11.6%	-1.6	-7.1%
# COCC(C)NCc1cccc(C)c1 (stereo unspecified) in the list: 57.5%	0.3%	-3.2%	9.9%	1.1%	-7.0%	10.0%	-4.0	-3.7%
# COC(=O)C(=O)Nc1nnc(COc2ccccc2)s1 in the list: -22.7%	-2.7%	-4.8%	?	-17.2%	?	1.4%	0.8	-13.0%

# Some of the compounds tested; rates above refer to the full screens.
